Source: PubChem BioAssay (National Center for Advancing Translational Sciences (NCATS))
RGS4 inhibitor: inhibitors of human regulator of G protein signaling 4; Potency, µM (highest dose often 114 µM), for the others: at the top dose activity change, negative = inhibition, usual class: inhibitors; Transcreener GDP fluorescence polarization, RGS4-accelerated GTP hydrolysis; P49798; hit rate 0.039% among 390,000; further: on the % scale 0 is the no-effect control and ±100 the full control effect; nearly all actives have a fitted effect of over 75% in size; some results filed as inactive show a strong effect at the top dose
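MLSMR compounds (23 nl, pin-transferred) preincubated 10 min at room temperature with a 500nM (2x) first reagent, then RGS4 at 900nM (2x) plus Transcreener GDP mix added; fluorescence polarization (620/688 nm) read before and after 90 min at 30 °C.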
Tb PGK inh: inhibitors of T. brucei phosphoglycerate kinase; hit rate 0.043% among 380,000; AID 602233; PGK/GAPDH coupled, Kinase-Glo luminescence, 60 min; Potency, µM (series often up to 57.5 µM), for the others: top-dose activity change, negative = inhibition, actives largely listed as inhibitors; further: on the % scale 0 is the no-effect control and ±100 the full control effect; nearly all actives have a fitted effect of over 60% in size
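Luminescent ATP detection (Kinase-Glo Plus) follows a 60-minute room-temperature incubation, with wells lacking PGK as controls. Buffer: 100 mM TEA (pH 7.6), 5 mM MgCl2, 0.01% Tween-20. Coupling enzyme GAPDH (100 nM final) supplies unstable 1,3-BPG in-well.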
JMJD2A Tudor inh: JMJD2A Tudor domain (human) inhibition; O75164; Potency, µM (top dose mostly 114 µM), for inactives: at the top dose activity change, negative = inhibition, most hits filed as inhibitors; hit rate 4.4% among 390,000; AlphaScreen JMJD2A-Tudor / H3K4me3 peptide binding; further: on the % scale 0 is the no-effect control and ±100 the full control effect; nearly all actives have a fitted effect of over 50% in size
GLS inhibitor: inhibitors of human glutaminase (GLS) | O94925 | AID 624170 | hit rate 0.21% among 410,000 | GLS enzymatic activity, qHTS titration | Potency, µM (highest dose often 45.5 µM), without a hit: at the highest dose activity change, negative = inhibition, usual class: inhibitors; further: on the % scale 0 is the no-effect control and ±100 the full control effect
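hKGA in 45 mM KH2PO4 pH 8.2, 0.02% Tween-20 with pin-transferred compounds; 1 mM L-glutamine (stock) plus glutamate oxidase/HRP/Amplex Red coupling added. Fluorescence read initially and after 30 min at RT.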
HP1b binding inh: blocks HP1-beta chromodomain binding to methylated histone tails; P83916; AlphaScreen HP1-beta / biotin-H3K9me3 peptide binding; Potency, µM (doses to about 114 µM), for the others: top-dose activity change, negative = inhibition, most hits filed as inhibitors; hit rate 0.56% among 390,000; AID 540317; further: nearly all actives have a fitted effect of over 70% in size; inactives centre near 23
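Compound inhibition of the preformed complex between 50 nM HP1-beta and 50 nM biotinylated H3K9me3 peptide was read by AlphaScreen. Buffer was PBS pH 7.4 with 0.01% Tween-20. Incubations ran 30 min at room temperature, with 10 ug/mL donor/acceptor beads.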
Pin1 inh: inhibitors of human Pin1; Pin1 FP peptide displacement, HiFluor488, 10 min; AID 504891; Potency, µM (titrated, usually from 115 µM), for inactives: at the top dose activity, negative = inhibition, actives largely listed as inhibitors; hit rate 0.009% among 390,000; Q13526; active means well fitted inhibition curve with a large enough effect in the polarisation, with a control signal flat, not every such curve was filed as active; inconclusive means small, poorly fitted or top-dose-only effect, or effect the other way, or a change in a side signal; inactive means no such curve, though single readings can be large or run the other way; the % refers to the polarisation; further: on the % scale 0 is the no-effect control and ±100 the full control effect
TrxR1 inh: inhibitors of rat thioredoxin reductase 1 | O89049 | recombinant rTrxR1, NADPH fluorescence consumption, selenite substrate | Potency, µM (highest dose often 114 µM), inactives show top-dose activity change, negative = inhibition, actives largely listed as inhibitors | hit rate 1% among 390,000 | AID 588453; further: on the % scale 0 is the no-effect control and ±100 the full control effect; nearly all actives have a fitted effect of over 65% in size
Target sequence (O89049 whole entry, looked up): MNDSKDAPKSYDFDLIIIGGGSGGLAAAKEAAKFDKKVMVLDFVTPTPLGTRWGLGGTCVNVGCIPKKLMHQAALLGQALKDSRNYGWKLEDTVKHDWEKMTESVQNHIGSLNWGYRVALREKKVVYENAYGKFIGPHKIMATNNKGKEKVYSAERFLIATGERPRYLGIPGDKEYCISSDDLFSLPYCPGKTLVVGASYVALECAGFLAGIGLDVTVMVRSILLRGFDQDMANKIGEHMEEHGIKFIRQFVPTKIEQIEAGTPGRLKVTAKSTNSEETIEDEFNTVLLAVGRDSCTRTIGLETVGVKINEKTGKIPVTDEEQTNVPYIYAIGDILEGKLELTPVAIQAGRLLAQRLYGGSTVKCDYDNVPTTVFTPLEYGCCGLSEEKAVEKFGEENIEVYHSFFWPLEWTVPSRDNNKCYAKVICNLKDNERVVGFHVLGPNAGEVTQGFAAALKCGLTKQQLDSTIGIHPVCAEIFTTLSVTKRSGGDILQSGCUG
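Rat TrxR1 (90 nM in the dispensed reagent) was pre-reduced with 400 uM NADPH for 5 min at room temperature, then incubated with compound for 15 min. After 400 uM selenite was added, NADPH fluorescence (Ex 340/Em 450 nm) was followed for 8 min.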
ERG Ets-DNA blk: inhibitors of human ERG Ets domain-DNA interaction | hit rate 0.028% among 370,000 | P11308 | Potency, µM (doses to about 76.9 µM), inactives show top-dose FP activity, negative = inhibition, hits mostly inhibitors | fluorescence polarization, His-ERG Ets domain / labelled DNA | AID 624246; active means well fitted inhibition curve with a large enough effect in the polarisation, with a control signal flat; inconclusive means small, poorly fitted or top-dose-only effect, or effect the other way, or a change in a side signal; inactive means no such curve, though single readings can be large or run the other way; the % refers to the polarisation;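 further: polarization taken with two DNA probes labelled with fluorescein and Texas red; % of control where 0% means no effect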
Target sequence (P11308 whole entry, looked up, the tested form may be a part): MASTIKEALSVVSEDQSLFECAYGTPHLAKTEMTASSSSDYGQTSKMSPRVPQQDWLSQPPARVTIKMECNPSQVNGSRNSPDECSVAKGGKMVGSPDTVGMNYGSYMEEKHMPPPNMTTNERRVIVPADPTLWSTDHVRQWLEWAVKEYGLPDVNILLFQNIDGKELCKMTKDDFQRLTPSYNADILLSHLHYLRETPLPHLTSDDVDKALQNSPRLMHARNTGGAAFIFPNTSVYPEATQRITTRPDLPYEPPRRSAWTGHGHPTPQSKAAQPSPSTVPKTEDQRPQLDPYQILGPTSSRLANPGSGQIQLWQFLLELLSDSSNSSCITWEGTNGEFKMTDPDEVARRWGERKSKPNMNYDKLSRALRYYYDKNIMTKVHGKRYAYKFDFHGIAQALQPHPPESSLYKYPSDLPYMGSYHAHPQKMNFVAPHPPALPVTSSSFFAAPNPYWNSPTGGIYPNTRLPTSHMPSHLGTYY
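His-tagged ERG Ets domain (1 uM in the protein solution; 300mM KCl, 50mM Tris-HCl, 1mM EDTA, 1mM DTT, pH 7.5) received compound, then a probe mix of 5 nM fluorescein-DNA and 100nM Texas-615-DNA. Fluorescence polarization was read for both dyes.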
12-LOX inh: ALOX12 (human) lipoxygenase inhibition. purified 12hLO, xylenol orange hydroperoxide absorbance. Potency, µM (titrated, usually from 108 µM), for inactives: at the highest dose activity change, negative = inhibition, usual class: inhibitors. hit rate 1.1% among 580,000; further: on the % scale 0 is the no-effect control and ±100 the full control effect
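Purified human 12hLO at 150 nM in 25 mM Hepes, 0.01% Triton X-100, pH 7.0, preincubated 15 min at room temperature with compound. Reaction started with 40 uM arachidonic acid, 30 min at room temperature. Hydroperoxide measured by Fe-xylenol orange, 573/405 nm absorbance ratio.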
* = called active by the depositor; i = inactive; ? = inconclusive; · = no result given; & = joins results of further samples; [ ] = dose if it differs, or a comment. Unless noted, the call rests on the fitted dose curve; in most records, active means well fitted curve in the direction sought with a large enough effect; inconclusive means small, poorly fitted or top-dose-only effect, or another doubt; inactive means no such curve, though single readings can be large; an effect the other way counts as inactive or inconclusive. Potency means the concentration at half of the fitted maximal effect.

SMILES | RGS4 inhibitor | Tb PGK inh | JMJD2A Tudor inh | GLS inhibitor | HP1b binding inh | Pin1 inh | TrxR1 inh | ERG Ets-DNA blk | 12-LOX inh
Cc1ccc(S(=O)(=O)NC(CC(C)C)C(=O)N2CCCCCCC2)cc1 (stereo unspecified) | -19% | -10% | -11% | 0% | 5% | -2% | -6% | 9% | 2%
Cc1cc(OC(=O)c2ccc(C(C)(C)C)cc2)c([N+](=O)[O-])c(=O)[nH]1 | -1% | -8% | -9% | 1% | 37% | 1% | 12% | 7% | 3%
O=C(NC1CCCCCC1)C1c2ccccc2C(=O)N1Cc1ccccc1Cl (stereo unspecified) | -11% | -6% | -1% | 1% | 31% | -3% | 7% | 12% | -16%
O=C(Nc1nnc(-c2ccc(Cl)cc2)o1)Nc1ccccc1F | -13% | 5% | 8% | 18% | 41%[activator] | 5% | 21% | 2% | 27%
Cc1ccc(NC(=O)CSc2nnc(CNC(=O)c3cccs3)o2)c(C)c1 | 16% | 9% | -4% | 1% | 13% | 4% | -2% | -5% | -12%
CCOc1c(Cl)cc(CNCC(O)c2ccccc2)cc1OC (stereo unspecified) | -13% | 4% | -2% | 4% | 27% | 6% | 2% | -2% | -2%
Nc1ncnc2c(C3OC(CO)C(O)C3O)scc12 (stereo unspecified) | 8% | -1% | -12% | 5% | 18% | -7% | ? | · | -2%
O=S(=O)(NCC1CCCO1)c1ccc2c(c1)OCCO2 (stereo unspecified) | 11% | -1% | -3% | -10% | 17% | 0% | -4% | 0% | -2%
Cc1ccc(S(=O)(=O)N2CCC(=O)N(CCOCc3cccc(F)c3)CC2)cc1 | 5% | 0% | -6% | -1% | 49%[activator] | -6% | 33% | 7% | -26%
COc1cc(-c2nnc(-c3cc(-c4ccccc4)nc4ccccc34)o2)cc(OC)c1OC | 10% | 7% | 20% | 12% | 38% | 7% | 30% | -2% | 9%
Clc1ccc(OCc2nn3c(C4CCCCC4)nnc3s2)c(Cl)c1 | 5% | 2% | -3% | 11% | 19% | ? | 4% | 2% | 0%
CN(C1CCCCC1)S(=O)(=O)c1ccc(NC(=S)NC(=O)c2cccs2)cc1 | ? | -7% | -23% | 11% | -10% | 33%[activator] | -25% | 6% | ?
COc1ccc(CCC(C)N(C)Cc2ccccc2)cc1 (stereo unspecified) | 8% | -7% | -10% | 14% | 10% | 3% | 26% | -16% | -71%
c1ccc(C2=NNC(c3ccccn3)=NN2)nc1 | -3% | -19% | 7.1µM* | -3% | 49%[activator] | ? | -35% | 8% | ?
O=C(C1CCCN1S(=O)(=O)c1ccc(Cl)cc1)N1CCOCC1 (stereo unspecified) | 32% | 0% | -16% | 8% | 15% | -1% | 16% | 4% | -16%
CN(C)CCNC(=O)COc1cccc2c1OC(C)(C)C2 | -5% | -8% | -4% | 9% | 31% | -6% | 27%[57.1 µM] | 9% | 5%
COc1ccc(OC)c(/C=C/C(=O)NCCc2nc3ccccc3[nH]2)c1 | -14% | -3% | -12% | -2% | 34% | -9% | 29% | 6% | 0%
Cc1ccc(Cl)cc1-n1ncc2c(NCCCc3ccccc3)ncnc21 | 20% | 3% | -2% | 2% | 62%[activator] | 13% | 20%[57.1 µM] | 0% | ?
O=C(O)[C@@H]1Cc2ccccc2N1 | -23% | -6% | -29% | 1% | 22% | 0% | 14% | -5% | 57%[activator]
COc1ccccc1OCC(=O)Nc1ccc(Cl)cc1 | -11% | -8% | 3% | -3% | 60% | 0% | 4%[57.1 µM] | -1% | -4%
CCCCCc1nnc(NC(=O)c2ccc(N3CCCC3=O)cc2)s1 | 31% | -4% | -21% | 2% | 15% | -2% | 4% | -5% | -11%
COc1ccc(NC(=O)C2CCCN(S(=O)(=O)c3ccc(F)cc3)C2)cc1 (stereo unspecified) | -2% | 8% | -2% | -1% | 34% | -13% | 1% | 4% | -23%
CN(C)S(=O)(=O)N1CCC(Oc2cccc(C(=O)NCCC3=CCCCC3)c2)CC1 | -5% | 10% | -1% | 12% | 15% | 10% | 27% | -5% | 6%
O=C1C=C(NCc2ccc(Cl)cc2)CCC1 | 3% | -1% | -18% | 9% | 14% | -7% | 5% | -14% | 1%
CCC(=O)Nc1sc2c(c1C(=O)Nc1ccc(Br)cc1)CCCCC2 | ? | i | ? | -3% | 22% | ? | 56µM* | 9% | 1%
Cc1ccc(C(=O)Oc2ccc(-c3nnco3)cc2)o1 | 10% | 11% | -11% | 13% | 4% | -13% | 4%[57.1 µM] | -6% | 7%
CC(C(=O)Nc1nnc(C2CC2)s1)N1C(=O)C2CC=CCC2C1=O (stereo unspecified) | -1% | 8% | -2% | -1% | 34% | -6% | 14% | -6% | 13%
CCOC(=O)c1c(C)oc2nc(C)nc(Nc3cc(C)ccc3OC)c12 | -8% | -8% | -1% | -2% | 33% | -3% | 13% | 5% | -6%
CC[C@]12c3[nH]c4ccccc4c3CCN1C(=O)C(CC(=O)NCC13CC4CC(CC(C4)C1)C3)C[C@@H]2C(=O)N1CCN(C(=O)c2ccco2)CC1 (stereo partly specified) | 3% | -10% | -34% | -3% | 3% | 0% | 6% | -4% | 1%
CN1N=C2c3ccccc3CCC2C1c1ccc(C(F)(F)F)cc1 (stereo unspecified) | 12% | -1% | 1% | -1% | 44%[activator] | -3% | 39%[activator] | 0% | ·
Cc1ccc(NC(=O)C(=O)NCC2CCN(C(=O)c3cccc([N+](=O)[O-])c3)CC2)cc1 | -30%[56.9 µM] | -2% | ? | -8% | ? | -5% | 19% | 24% | -22%
C/C(=N\Nc1nc(C(C)(C)C)cs1)c1ccccc1 | -24% | i | ? | 4% | 2% | -6% | 0% | -4% | ?
C=CCN1C(=O)S/C(=C\c2ccc3c(c2)n(C)c(=O)n3C)C1=O | -16% | -2% | -13% | 5% | 18% | -7% | -1% | 1% | -18%
CC(C)C(=O)NNC(=O)C1CC1(c1ccccc1)c1ccccc1 (stereo unspecified) | 8% | -9% | ? | 0% | -8% | 6% | 5% | -1% | 14%
CCc1nc(-c2ccccc2)c2ccccn12 | 2% | -3% | 2% | -24% | 35%[activator] | -6% | 16%[57.1 µM] | -14% | 1%
COc1ccc(CCNC(=O)C2CCN(S(=O)(=O)c3c(C)noc3C)CC2)cc1OC | 6% | -5% | -36% | -1% | 25% | 3% | -6% | 10% | -4%
O=C(Nc1ccccc1C(=O)NCCN1CCOCC1)c1ccco1 | 37% | -13% | 0% | 5% | 19% | 3% | -6% | -2% | -18%
COc1ccc(C(=O)COC(=O)[C@H](C)Nc2ccc(C(F)(F)F)cc2[N+](=O)[O-])cc1 | 6% | -11% | 2% | 4% | 7% | 3% | 20% | 14% | 2%
CCOC(=O)N1CCN(CC(=O)Nc2ccc(C)cc2)CC1 | -8% | -6%[11.5 µM] | -16% | 0% | 27% | 0% | 3% | · | -14%
Cc1ccc(C(=O)NCC(=O)OCN2C(=O)c3ccccc3C2=O)cc1C | -7% | 1% | -4% | 24% | 31% | -12% | -6% | -1% | 2%
O=C(CNc1ccc2c(c1)OCO2)N/N=C\c1ccccc1Cl | -39% | 13% | ? | 28% | ? | -24% | -6% | -6% | -27%
CCCCCCOc1cccc(N)c1 | ? | -9% | -34% | 13% | 5% | 4% | -9% | -4% | 4%
c1ccc(CCCCc2ccccn2)cc1 | 0% | 2% | 36% | 1% | 61%[activator] | -1% | 9% | 10% | 20%
COc1ccc(CNC(=O)c2nc(SCc3ccccc3F)ncc2Cl)cc1 | 23% | -6% | -14% | -8% | 41%[activator] | 1% | 17% | -2% | ?
CCCNC(=O)NC(=O)CSc1nnc(-c2ccncc2)n1CC | 10% | · | -9% | 6% | 24% | -11% | 14% | 9% | 3%[57.4 µM]
O=C(COCc1cc(-c2ccc(F)cc2)on1)Nc1cc(Cl)ccc1O | -12% | i | -16% | 6% | 12% | 17% | 31% | -2% | -11%
O=C(CCC1=NS(=O)(=O)c2ccccc2N1)NC1CCCCCCC1 | -11%[56.9 µM] | -8% | -22%[57.1 µM] | 4% | 22% | 1% | 15% | 3% | -8%
CCc1ccc(Cn2c(CNS(=O)(=O)c3ccc4c(c3)CCCC4)nc3cccnc32)cc1 | -11% | -2% | -28% | -7% | 8%[57 µM] | 13% | 7%[57.1 µM] | 13% | -7%
N#Cc1ccccc1NC(=O)CN1CCN(c2ccccn2)CC1 | -12%[56.9 µM] | -5% | -11% | 6% | 54%[activator] | -9% | 7% | -2% | -3%
CCC1CN(C(=O)NCc2ccccc2)c2cc(C)ccc2O1 (stereo unspecified) | 10%&-2% | 2%&1% | 1%&-26% | -2%&5% | 24%&30% | 0%&28% | 12%[57.1 µM] | 11%&2% | 2%&-15%
O=C(c1cc(S(=O)(=O)N2CCCCC2)ccc1N1CCOCC1)N1CCN(Cc2ccccc2)CC1 | 2% | 2% | -10% | 1% | 33% | -9% | -32% | 6% | -11%
CC(=O)C1C(c2ccc(Cl)cc2)NC(=O)NC1(O)C(F)(F)F (stereo unspecified) | 25% | -3% | -7% | 1% | 32% | 2% | -3% | -1% | ?

Not all compounds are listed. The share of hits here may be higher or lower than overall.
